# High-throughput results (PubChem)
# GALK inh: inhibitors of human galactokinase (GALK); recombinant GALK, Kinase-Glo ATP luminescence, 1 h; Potency, µM (top dose mostly 57.5 µM), for inactives: at the highest dose activity, negative = inhibition, actives largely listed as inhibitors; 44,000 tested, under 10 active; AID 1347072;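 note: plate controls were full GALK reaction for no effect and reaction lacking GALK for full effect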
#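 Human GALK (5 nM) was incubated with 35 uM ATP and 100 uM galactose in 20 mM HEPES pH 8.0 with MgCl2, NaCl, DTT and BSA for 1 h at room temperature. Remaining ATP was measured by Kinase-Glo Plus luminescence.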
# p53null 32C tox: p53 null cell cytotoxicity, permissive temperature. H1299-neo p53 null cells, ATP luminescence, 24 h, 32C. Potency, µM (titrated, usually from 46.1 µM), without a hit: at the top dose activity change, negative = cytotoxicity, usual class: cytotoxic. 55,000 compounds, 0.62% hits. AID 903;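 note: potency is the fitted concentration of half-maximal effect; 0% = DMSO only and -100% = full killing by 100 µM tamoxifen; nearly all actives have a fitted effect of over 55% in size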
#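 H1299-neo (p53-null) cells, 600/well, were pre-incubated overnight at 37C, then exposed to compounds at up to 46 uM for 24 hr at 32C. Viability was measured as ATP content by luminescence, and AC50 values came from Hill fits.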
# FH mod: Identification of activators of human fumarate hydratase by quantitative high-throughput screening; Fumarate hydratase, mitochondrial (Homo sapiens), P07954; FH coupled MDH/diaphorase resazurin fluorescence, 15 min; Potency, µM (top dose mostly 79.9 µM), for inactives: at the top dose activity change, negative = inhibition, usual class: inhibitors; 54,000 compounds, 0.22% hits; AID 1347055, 2019; note: potency is the fitted concentration of half-maximal effect; % is set by controls: 0 for no effect and ±100 for the full control effect; the screen sought activators but most active calls are inhibition curves; nearly all actives have a fitted effect of over 45% in size
# Target sequence (P07954 whole entry, looked up): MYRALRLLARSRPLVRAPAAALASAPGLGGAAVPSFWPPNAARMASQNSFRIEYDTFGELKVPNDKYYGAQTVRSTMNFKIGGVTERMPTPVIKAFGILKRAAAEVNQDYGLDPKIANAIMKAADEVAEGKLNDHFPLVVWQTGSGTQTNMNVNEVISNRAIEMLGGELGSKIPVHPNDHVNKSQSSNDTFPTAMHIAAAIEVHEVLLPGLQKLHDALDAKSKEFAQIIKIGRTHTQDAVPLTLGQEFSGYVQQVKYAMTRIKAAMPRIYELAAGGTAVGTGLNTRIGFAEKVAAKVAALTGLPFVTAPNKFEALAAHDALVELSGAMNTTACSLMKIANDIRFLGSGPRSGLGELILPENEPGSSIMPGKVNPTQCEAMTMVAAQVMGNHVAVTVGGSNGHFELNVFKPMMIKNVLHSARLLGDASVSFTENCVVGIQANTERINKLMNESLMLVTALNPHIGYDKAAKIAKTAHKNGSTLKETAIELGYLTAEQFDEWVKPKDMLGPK
# B2AR arrestin ag: beta-arrestin recruitment by human beta2-adrenergic receptor ligands. AID 1347077. HTLA Tango cells, beta-arrestin recruitment, luciferase luminescence, 18 h. Potency, µM (titrated, usually from 46.1 µM), without a hit: top-dose activation, hits mostly activators. 44,000 tested, under 10 active. P07550;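 note: potency is the fitted concentration of half-maximal effect; 0% = DMSO and full agonism = EC100 isoproterenol or metaproterenol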
#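 Tango cell line, 1% FBS DMEM; cpd titration up to 46 microM; 18 hr, 37 degrees C, 5% CO2. Luciferin/ATP substrate mix added, 15 min RT, luminescence. %Activity, CRC fitting, curve-class categorization.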
# PTAP-TSG101 blk: blocks PTAP binding to human TSG101, validation | Q99816 | Fluorescence polarization, FITC-PTAP peptide/Tsg101, 20 min | Potency, µM (doses to about 115 µM), for inactives: top-dose activity change, negative = inhibition, most hits filed as inhibitors | 44,000 tested, under 10 active; note: potency is the fitted concentration of half-maximal effect; 0% is about no effect
# Target sequence (Q99816 whole entry, looked up): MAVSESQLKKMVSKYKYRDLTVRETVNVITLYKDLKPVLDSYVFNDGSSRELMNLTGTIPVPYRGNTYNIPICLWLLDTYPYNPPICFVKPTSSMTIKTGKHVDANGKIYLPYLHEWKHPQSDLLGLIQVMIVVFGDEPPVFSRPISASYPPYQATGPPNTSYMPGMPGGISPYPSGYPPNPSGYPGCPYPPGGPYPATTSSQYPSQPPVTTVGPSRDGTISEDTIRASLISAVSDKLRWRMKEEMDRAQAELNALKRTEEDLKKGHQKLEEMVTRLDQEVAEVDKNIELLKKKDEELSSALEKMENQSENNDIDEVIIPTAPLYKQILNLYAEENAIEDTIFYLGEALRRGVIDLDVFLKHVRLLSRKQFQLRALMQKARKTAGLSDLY
#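 The Tsg101 binding domain, at 10 uM final, is mixed with compound and a FITC peptide bearing the PTAP motif (50 nM final). After 20 min at r.t., polarization is measured; actives defined by CRC class, efficacy cut-off 60% inhibition.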
# p53null 39C tox: p53 null cell cytotoxicity, nonpermissive temperature | H1299 p53-null (neo) cells, 39C, ATPlite viability, 24 h | Potency, µM (top dose mostly 46.1 µM), without a hit: at the top dose activity, negative = cell killing, most hits filed as cytotoxic | 55,000 compounds, 0.97% hits;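 note: potency is the fitted concentration of half-maximal effect; 0% = DMSO only and -100% = full killing by 100 µM tamoxifen; nearly all actives have a fitted effect of over 50% in size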
#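 Luminescent ATP signal reported cell survival after H1299 lines (neo, p53 null; or p53 A138V) received up to 46 uM compound and 24 hr incubation at 39C.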
# NTMT1 inh: blocks human N-terminal methyltransferase 1 activity. Q9BV86. NTMT1 MTase-Glo SAH luminescence, purified enzyme. Potency, µM (top dose mostly 114 µM), for inactives: at the highest dose activity change, negative = inhibition, actives largely listed as inhibitors. 59,000 compounds, 2.5% hits. AID 1645870;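 note: potency is the fitted concentration of half-maximal effect; plate controls were DMSO vehicle for no effect and no enzyme for full effect; nearly all actives have a fitted effect of over 65% in size; many of its hits are not listed in these tables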
# Target sequence (Q9BV86 whole entry, looked up): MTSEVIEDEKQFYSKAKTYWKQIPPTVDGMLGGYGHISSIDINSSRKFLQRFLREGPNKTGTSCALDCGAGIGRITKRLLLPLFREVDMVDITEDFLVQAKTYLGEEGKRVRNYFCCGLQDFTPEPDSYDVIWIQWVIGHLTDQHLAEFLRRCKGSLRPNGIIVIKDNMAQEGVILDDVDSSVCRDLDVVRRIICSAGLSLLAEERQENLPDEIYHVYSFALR
# Starred values were filed as active, the others as inactive; ? = inconclusive; . = no result given; [ ] = dose if it differs, or a comment. Calls come from the whole dose curve; as a rule, active = well fitted curve in the direction sought with a large enough effect; inconclusive = small, poorly fitted or top-dose-only effect, or another doubt; inactive = no such curve, though single readings can be large; an effect the other way counts as inactive or inconclusive. Some of the compounds tested. The share of hits here may be higher or lower than overall.
# Below each compound – GALK inh	p53null 32C tox	FH mod	B2AR arrestin ag	PTAP-TSG101 blk	p53null 39C tox	NTMT1 inh
N#Cc1c(-n2ncnc2-c2ccc(Br)cc2)sc2c1CCCCC2
 : -1%	-11%	-24%	0%	-5%	?	-7%
O=C(CSc1n[nH]c(-c2ccccc2)n1)N1CCN(c2ccccc2F)CC1
 : 0%	11%	2%	2%	3%	7%	6%
CCOC(=O)c1c(NC(=O)CSc2cn(CCNC(=O)c3ccc(OC)cc3)c3ccccc23)sc2c1CCCC2
 : -1%	.	-9%	1%	-4%	.	2%
COc1ccc(-c2nnc(SCC(=O)Oc3cc(C)ccc3C)o2)cc1
 : 1%	3%	5%	-1%	4%	-3%	23%
Cc1cc(C(=O)C(=O)Nc2nncs2)c(C)n1-c1ccc(Cl)cc1
 : -6%	5%	36%	0%	-4%	-11%	-7%
CCOc1cc(CNCCSc2nnnn2C)ccc1OCc1ccc(Cl)cc1Cl
 : 8%	?	?	0%	1%	16µM*	8%
Cc1cc(N)c(-n2cc3c(c2-c2ccc(Br)cc2)c(=O)n(C)c(=O)n3C)cc1C
 : -4%	4%	-21%	0%	2%	-2%	-13%
COc1ccc(NC(=O)CSc2nnc(NC(=O)NC3CCCCC3)s2)cc1OC
 : -1%	13µM*	-3%	?	3%	11µM*	-22%
CCOCCCN(Cc1ccco1)C(=O)c1cc2c(s1)-c1c(C)cccc1OC2
 : -2%	53%[activator]	?	1%	-18%	41%[activator]	-3%
CCN(CC)CCNC(=O)Cn1nc(C)c2c(C)n(-c3ccccc3)nc2c1=O
 : 4%	-5%	2%	1%	-3%	7%	-6%
COC(=O)CSCc1nc(-c2ccc(C(=O)OC)cc2)oc1C
 : 4%	-15%	-22%	0%	-4%	-24%	3%
O=C(NCCc1csc(-c2ccc(C(F)(F)F)cc2)n1)c1ccc(F)c(F)c1
 : 1%	?	?	0%	1%	36%[activator]	5%
O=S(=O)(NCCc1ccccc1)c1ccc(N2CCCCS2(=O)=O)cc1
 : 1%	-2%	-10%	0%	1%	9%	4%
O=C(Nc1ccc(C(=O)OCc2cc(=O)n3nc(C4CC4)sc3n2)cc1)c1ccccc1
 : 2%	-5%	8%	0%	-6%	1%	8%
COc1ccc(Cl)cc1NC(=O)c1c(NCc2cccs2)sc2c1CCC(C)C2 (stereo unspecified)
 : 0%	11%	-7%	5%	2%	22%	9%
CC1(C)Cc2c(c(N3CCOCC3)nc3sc(C(=O)Nc4ccc(Cl)cc4)c(N)c23)CO1
 : 4%	-1%	4%	0%	1%	-9%	19%
Cc1nc(N2CCCC2)c2c(C(=O)Nc3cccc(C)c3C)c(C)oc2n1
 : 4%	7%	1%	0%	-15%	-15%	-3%
CCOC(=O)c1ccccc1NC(=O)c1sc2nc(-c3ccc(F)cc3)cn2c1C
 : 1%	-8%	3%	-1%	0%	1%	19%
CC(C)C(=O)Nc1cccc(NC2=NS(=O)(=O)c3ccccc32)c1
 : 0%	-3%	2%	1%	0%	-3%	6%
Nc1cc(=O)nc(SCC(=O)Nc2cccc(Cl)c2)n1CCc1ccccc1
 : 6%	3%	-21%	0%	-4%	?	-6%
CCc1cccc(NC(=O)c2cnc(N3CCOCC3)c3ccccc23)c1
 : 0%	-7%	-10%	0%	-6%	-8%	9%
Cc1cccc(Cc2c(C)nc3nc(SCC(=O)NCc4ccc(F)cc4)nn3c2C)c1
 : -4%	15%	?	1%	-12%	3%	3%
CCN(CCCNC(=O)Cn1ncc2c3ccccc3n(C)c2c1=O)c1cccc(C)c1
 : -3%	-5%	-6%	-2%	-1%	-5%	-4%
COC(=O)c1cc2oc(C)cc2n1Cc1ccccc1Cl
 : -2%	17%	-12%	0%	-2%	-25%	7%
Cc1ccccc1-c1nc(CS(=O)(=O)CC(=O)NCc2cccc(Cl)c2)c(C)o1
 : -2%	-2%	-1%	1%	-9%	-17%	89µM*
COc1ccc(CCNC(=O)c2ccc3c(c2)N(Cc2ccccc2F)C(=O)c2ccccc2S3=O)cc1OC (stereo unspecified)
 : -1%	6%	-18%	-2%	-2%	9%	16%
COc1ccc(OC)c(CCNC(=O)c2cc3c(=O)n(C)c4ccccc4c3n2C)c1
 : 7%	2%	?	-1%	0%	?	5%
COc1ccc(NC(=O)c2sc3nc4n(c(=O)c3c2C)CCC4)c(OC)c1
 : 1%	2%	8%	0%	1%	5%	12%
CCOC(=O)c1c(C)[nH]c(C)c1S(=O)(=O)N1CCC(C(=O)N2CCN(c3ccc(F)cc3)CC2)CC1
 : -1%	3%	1%	-3%	-2%	4%	-1%
Cc1oc(-c2ccccc2F)nc1CSCC(=O)N1CCN(c2ccccc2)CC1
 : 9%	-11%	1%	1%	-1%	-33%	-8%
COc1ccc(C)cc1NC(=O)Cn1cc(S(=O)(=O)N2CCC(C)CC2)c2ccccc2c1=O
 : 3%	-9%	-28%	-1%	2%	-18%	4%
Cc1cc(=O)n2nc(N3CCC(C(=O)Nc4c(C)cccc4C)CC3)sc2n1
 : 4%	-4%	-12%	-2%	2%	-8%	3%
COc1ccc(C(=O)c2oc3ccccc3c2NC(=O)c2cc(=O)c3ccc(C)cc3o2)cc1Cl
 : 0%	-2%	6%	0%	-1%	8%	-12%
Cc1ccccc1-c1nc(CS(=O)(=O)CC(=O)Nc2cccc(C(F)(F)F)c2)c(C)o1
 : 0%	4%	-28%	0%	1%	?	14%
COc1ccc(CCNC(=O)c2oc(=O)c3ccccc3c2-c2ccccc2)cc1OC
 : 1%	-4%	-29%	?	0%	14%	8%
CCCCNc1oc(-c2ccc(COc3ccc(OC)cc3)o2)nc1C#N
 : -5%	-3%	-4%	-3%	2%	7%	16%
CCOc1ccccc1NC(=O)c1cc2c(=O)[nH]c3ccccc3c2s1
 : 7%	6%	11%	0%	-4%	-17%	-1%
CCN(C(=O)CN1C(=O)COc2ccc(S(=O)(=O)N3CCOCC3)cc21)c1cccc(C)c1
 : 0%	4%	0%	1%	-3%	-22%	-5%
CC(=O)c1ccc(NC(=O)C2CCCN(S(=O)(=O)c3ccc(Br)s3)C2)cc1 (stereo unspecified)
 : 3%	-2%	-23%	-1%	4%	-12%	11%
COc1ccc(Cl)cc1NC(=O)Cn1nnc2sc(-c3ccccc3)cc2c1=O
 : 1%	-2%	-15%	-2%	2%	-17%	0%
Cc1ccc(-n2c(=O)c3c4c(sc3n(Cc3ccccc3F)c2=O)CCC4)cc1C
 : 7%	2%	-6%	1%	-1%	-9%	-2%
CCN(C(=O)CSc1nc2ccccc2n1Cc1ccc(C(=O)OC)cc1)c1ccccc1
 : 2%	13%	-29%	0%	-3%	45%[activator]	1%
CCCn1c2ccccc2c2cnn(CC(=O)NCCCN3CCCCC3)c(=O)c21
 : -2%	-2%	-3%	0%	2%	-14%	?
COCCn1c(=O)[nH]c2cc(C(=O)Nc3cccc(C(C)=O)c3)ccc2c1=O
 : -3%	0%	-8%	1%	-5%	-7%	-10%
Cc1ccc2ncc(C(=O)NCc3ccccc3Cl)c(=O)n2c1
 : -2%	-7%	0%	5%	-11%	-5%	-20%

# Profiles, looked up by structure.
# CCN(C(=O)CN1C(=O)COc2ccc(S(=O)(=O)N3CCOCC3)cc21)c1cccc(C)c1 reads GALK inh: 0%; p53null 32C tox: 4%; FH mod: 0%; B2AR arrestin ag: 1%; PTAP-TSG101 blk: -3%; p53null 39C tox: -22%; NTMT1 inh: -5%
# CCOc1ccccc1NC(=O)c1cc2c(=O)[nH]c3ccccc3c2s1 reads GALK inh: 7%; p53null 32C tox: 6%; FH mod: 11%; B2AR arrestin ag: 0%; PTAP-TSG101 blk: -4%; p53null 39C tox: -17%; NTMT1 inh: -1%

# Carrying on:
# Below each compound – GALK inh	p53null 32C tox	FH mod	B2AR arrestin ag	PTAP-TSG101 blk	p53null 39C tox	NTMT1 inh
COc1cc2oc(=O)c(CC(=O)N3CCCCC3)c(C)c2cc1Cl
 : -1%	4%	.	-1%	0%	0%	.
O=C(CCNS(=O)(=O)c1ccc2c(c1)CCN2C(=O)C1CC1)N1CCN(c2cccc(Cl)c2)CC1
 : 2%	12%	-11%	0%	-6%	13%	12%
COc1ccc2c(c1)c1c(c(=O)n(-c3ccccc3C)c(=O)n1CC(=O)N1CCCC1)n2C
 : 0%	5%	10%	2%	7%	22%	4%
CCOC(=O)c1c(NC(=O)c2ccc(S(=O)(=O)N3CCCC(C)C3)cc2)sc2c1CC(C)(C)NC2(C)C (stereo unspecified)
 : 0%	-12%	-6%	4%	0%	25%	10%
CCCCn1cc(S(=O)(=O)c2cc(C)ccc2C)c(=O)c2cc(F)c(F)cc21
 : 8%	-5%	-2%	-2%	-3%	-15%	13%
CCCN(CCC)CCNC(=O)c1cc(Sc2ccc(Cl)cc2)nc2ccccc12
 : -2%	-9%	-6%	1%	-1%	8%	-1%
N#Cc1cccc(NC(=O)C2CCN(c3nc(-c4ccc(Cl)cc4)no3)CC2)c1
 : ?	-16%	-9%	0%	0%	-8%	6%
Cc1cc(C)cc(-n2c(SCC(=O)NCc3ccc(F)cc3)nc3c([nH]c4ccccc43)c2=O)c1
 : -6%	11%	3%	-1%	2%	17%	6%
Cc1ccc(-n2c(=O)c3c4c(sc3n(Cc3cccc(Cl)c3)c2=O)CCC4)cc1C
 : 5%	7%	-11%	-2%	0%	-14%	3%
CCOC(=O)c1cc(OC(=O)c2ccccc2OC)n(-c2ccccc2)n1
 : 0%	-3%	1%	1%	-6%	-12%	?
CCOc1ccc(NC(=O)CSc2oc(-c3cccs3)nc2S(=O)(=O)c2ccc(Cl)cc2)cc1
 : -2%	-10%	0%	1%	2%	?	-6%
CCOc1ccccc1NC(=O)c1ccc(F)c(S(=O)(=O)N2CCN(c3ccc(F)cc3)CC2)c1
 : -2%	-3%	-15%	-2%	-2%	18%	-8%
CCCNC(=O)c1ccc(-c2nc(CS(=O)(=O)c3ccc(C)cc3)c(C)o2)cc1
 : 2%	2%	23%	-1%	-2%	10%	-10%
CCOc1ccc(NC(=O)Cn2c(=O)n(CC(=O)NCCc3ccccc3)c(=O)c3sccc32)cc1
 : 4%	6%	4%	0%	-3%	?	-17%
COc1ccccc1CNC(=O)CCS(=O)(=O)c1ccc2c(c1)oc(=O)n2C
 : 2%	-1%	-21%	0%	-1%	-5%	10%
Cc1ccc(Cl)cc1-n1ncc2c(NC3CCCCC3)ncnc21
 : -6%	-2%	-18%	4%	-3%	-5%	-3%
COc1ccc(C)cc1NC(=O)c1nnn(CC(=O)Nc2c(C)cccc2C)c1N
 : -1%	9%	-1%	0%	-3%	-9%	-18%
Cc1ccc(C2CC(=O)Nc3cc4c(cc32)OCCO4)cc1 (stereo unspecified)
 : 1%	5%	2%	5%	-4%	10%	-10%
COc1ccc2ncc3c(-c4ccc(C)c(C)c4)nn(CC(=O)NC4CCCC4)c3c2c1
 : -2%	5%	0%	0%	4%	-21%	-9%
Cc1ccc(NC(=O)Nc2ccccc2OCc2cc(=O)n3ccccc3n2)c(Cl)c1
 : 2%	-11%	1%	0%	0%	-15%	-2%
